MITF inh – MITF inhibitors, primary screen, biochemical, AlphaScreen, human | Microphthalmia-associated transcription factor (Homo sapiens), O75030 | AlphaScreen MITF homodimerization, bead proximity signal | inhibition, % at 2.6 µM | 650,000 tested, 0.91% active | AID 1259374, 2018; in the data active means inhibition above about 50%;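 further: 0% = vehicle wells with protein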
Target sequence (O75030 whole entry, looked up): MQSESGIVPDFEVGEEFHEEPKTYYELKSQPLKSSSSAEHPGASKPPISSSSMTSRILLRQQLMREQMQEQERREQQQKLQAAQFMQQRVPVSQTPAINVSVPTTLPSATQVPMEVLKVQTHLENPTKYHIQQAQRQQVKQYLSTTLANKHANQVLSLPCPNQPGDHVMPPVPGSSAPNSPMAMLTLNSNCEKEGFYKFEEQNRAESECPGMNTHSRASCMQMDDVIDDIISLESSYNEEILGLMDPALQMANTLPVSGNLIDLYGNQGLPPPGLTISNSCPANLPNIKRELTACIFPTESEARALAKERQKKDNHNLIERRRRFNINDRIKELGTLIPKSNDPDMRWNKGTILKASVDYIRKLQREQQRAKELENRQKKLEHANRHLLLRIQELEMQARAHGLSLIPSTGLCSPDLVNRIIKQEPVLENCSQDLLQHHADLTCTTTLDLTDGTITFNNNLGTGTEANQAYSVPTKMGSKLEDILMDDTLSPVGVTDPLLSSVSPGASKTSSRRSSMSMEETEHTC
GPR151 activ – activators of human GPR151, primary screen, cell-based, PathHunter beta-arrestin, luminescence. 650,000 tested, 1% active. PathHunter beta-arrestin GPR151 cells. G-protein coupled receptor 151 (Homo sapiens), Q8TDV0. activation, % at 11.2 µM; in the data active means activation above about 4.9%;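 further: 0% = median of compound wells and 100% = cells with positive control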
Target sequence (Q8TDV0 whole entry, looked up): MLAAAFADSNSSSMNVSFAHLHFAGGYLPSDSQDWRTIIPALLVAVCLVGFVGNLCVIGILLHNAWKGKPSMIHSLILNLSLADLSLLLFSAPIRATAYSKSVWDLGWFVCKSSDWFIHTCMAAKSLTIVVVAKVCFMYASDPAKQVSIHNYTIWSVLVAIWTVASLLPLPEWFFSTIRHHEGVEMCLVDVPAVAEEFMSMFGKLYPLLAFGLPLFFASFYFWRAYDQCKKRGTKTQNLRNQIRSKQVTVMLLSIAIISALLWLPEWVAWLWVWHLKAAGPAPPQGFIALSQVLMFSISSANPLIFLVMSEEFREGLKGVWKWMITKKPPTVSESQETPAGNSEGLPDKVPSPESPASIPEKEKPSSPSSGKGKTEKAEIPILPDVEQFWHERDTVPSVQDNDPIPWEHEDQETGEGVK
FBW7 activator – FBW7 E3 ligase activators, primary screen, biochemical, AlphaScreen, human; AID 1259310, 2017; 650,000 tested, 0.13% active; F-box/WD repeat-containing protein 7 (Homo sapiens), Q969H0; normalized activity (activation), % at 26.1 µM; AlphaScreen FBW7–phospho-cyclin E peptide binding, activator screen; in the data active means normalized activity above about 1.9%;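 further: purified mutant Fbw7 with reduced substrate affinity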
TEAD-YAP inh – TEAD-YAP interaction inhibition, primary screen, TEAD-YAP interaction inhibitor project, luminescence, HEK-TIYL cells | TEAD-Gal4/YAP UAS-luciferase luminescence | inhibition, % at 9.12 µM | 640,000 tested, 1.4% active | AID 1259422, 2018; in the data active means inhibition above about 32%;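 further: 0% = median of test compound wells and 100% = reference inhibitor wells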
* marks the source's active call; other numbers are inactive results.

Field names: A = MITF inh; B = GPR151 activ; C = FBW7 activator; D = TEAD-YAP inh
> O=C(N/N=C/c1ccccc1C(=O)O)c1cccc(N/N=C/c2ccccc2C(=O)O)c1
  A = 13; B = 0.3; C = 0.2; D = -3
> CCOC(=O)c1sc2nc[nH]c(=O)c2c1C
  A = -9; B = 0.2; C = -0.2; D = -3
> COc1ccc(NC(=O)CC2CCS(=O)(=O)C2)cc1 (centres undefined)
  A = 15; B = -0.4; C = 1.4; D = 1
> COc1cc2nc(NC(=O)c3ccc(Cl)s3)sc2cc1OC
  A = 13; B = -3.0; C = 0.7; D = 1
> O=C(Nc1cccnc1)C1=NN(C2CCS(=O)(=O)C2)C(=O)CC1 (centres undefined)
  A = 8; B = 0.0; C = 0.1; D = 6
> O=C(NCc1ccccn1)C(=O)N1CCCCC1
  A = -13; B = 2.0; C = 0.2; D = 1
> COc1cc(NC(=O)c2ccc3c(=O)n(-c4ccc(F)cc4)c(=S)[nH]c3c2)cc(OC)c1OC
  A = 6; B = 0.7; C = 0.1; D = -4
> COC(=O)c1ccccc1NC(=O)CSc1nc2ccccc2c(=O)n1CCC(=O)NCCc1ccc(OC)c(OC)c1
  A = 3; B = 0.3; C = -0.1; D = -1
> O=c1[nH]c2ccc(NC(=S)Nc3cccnc3)cc2[nH]1
  A = 10; B = -2.3; C = 0.2; D = -2
> O=C1/C(=C/c2cc3c(cc2Br)OCO3)SC(=Nc2ccccc2)N1C1CCCC1
  A = 11; B = 1.3; C = 0.0; D = 1
> COc1cc(NC(=O)c2ccccc2)ccc1N1C(=O)c2ccc(C(=O)O)cc2C1=O
  A = 8; B = 1.2; C = 0.0; D = -6
> O=C(Nc1ccc(Br)cc1)N1CCCCCC1
  A = -2; B = 0.8; C = 0.1; D = -44
> COc1ccc(/C=C2\COc3ccccc3C2=O)c(OC)c1
  A = 5; B = 0.0; C = -0.1; D = -61
> CCN1C(=O)c2cccc3c(NC(=O)c4ccc(S(=O)(=O)N5CC(C)CC(C)C5)cc4)ccc1c23 (centres undefined)
  A = 5; B = -2.5; C = 0.8; D = 0
> COc1ccc2ccccc2c1/C=C1/N=C(c2cccc(Br)c2)OC1=O
  A = -1; B = 1.9; C = -0.1; D = 1
> COc1ccc(-c2csc(NC(C)=O)n2)cc1
  A = 4; B = -1.9; C = 0.3; D = -42
> CCOCCCNC(=O)c1ccc(CNC(=O)c2ccc3c(c2)OCO3)cc1
  A = 8; B = -0.3; C = 0.1; D = 1
> COc1cccc(-c2noc(C3CCCN(S(=O)(=O)c4ccc(Cl)cc4)C3)n2)c1 (centres undefined)
  A = -9; B = 0.0; C = -0.1; D = 1
> Cc1ccc(-c2nc3ncccc3o2)cc1NC(=O)c1cc2ccccc2o1
  A = 4; B = 0.4; C = -0.1; D = 20
> O=C1C(Nc2ccc(Cl)c(Cl)c2)=C(N2CCOCC2)C(=O)c2ccccc21
  A = 19; B = -2.4; C = -0.1; D = -3
> CC1CCCC(C)N1C(=O)c1ccc(Cl)c([N+](=O)[O-])c1 (centres undefined)
  A = 6; B = 1.0; C = -0.1; D = 8
> COc1ccc2c(c1OC)C(=O)OC2Nc1ccc(OCc2ccccc2)cc1 (centres undefined)
  A = 18; B = -0.2; C = 0.0; D = -12
> O=[N+]([O-])c1ccc(CSc2nc(NCc3ccccc3)c3ccccc3n2)cc1
  A = -8; B = 0.5; C = -0.2; D = 7
> O=C(Nc1ccc(F)cc1)C1CCCCN1S(=O)(=O)c1cccs1 (centres undefined)
  A = 1; B = 0.2; C = -0.1; D = 5
> CNC(=O)[C@@H]1C[C@H](NCC2=CC[C@H]3C[C@@H]2C3(C)C)CN1Cc1ccccc1Cl
  A = -2; B = -0.8; C = -0.1; D = -7
> NC(=O)Nc1ccc(C(=O)Nc2cccc(F)c2)cc1
  A = 8; B = 0.6; C = 0.0; D = -30
> CN1CCN(c2ccc(-c3nc(NC4CCN(Cc5ccccc5)CC4)c4[nH]cnc4n3)cc2)CC1
  A = -7; B = 0.9; C = -0.2; D = 1
> COc1ccccc1/C=N/NC(=O)C(=O)Nc1ccc(Cl)cc1
  A = -15; B = 0.4; C = -0.1; D = 2
> COc1ccc(C(=O)Nc2ncc(S(=O)(=O)c3ccc([N+](=O)[O-])cc3)s2)cc1
  A = 3; B = -0.9; C = 0.5; D = 15
> Cc1cc(-c2ccc(NC(=O)c3cccs3)c(C)c2)ccc1NC(=O)c1ccsc1
  A = 10; B = 2.0; C = 0.1; D = -5
> Cc1cccc(N2C(N)=C(C#N)C(c3ccc(Br)s3)C3=C2CC(C)(C)CC3=O)c1 (centres undefined)
  A = 17; B = -1.5; C = 0.0; D = -12
> Cc1sc2nc[nH]c(=O)c2c1S(=O)(=O)N1CCOCC1
  A = 5; B = -0.2; C = 0.4; D = -4
> Cc1ccc(S(=O)(=O)N/N=C/c2ccc(Br)cc2)cc1[N+](=O)[O-]
  A = 8; B = -0.6; C = 0.2; D = -4
> C=CCc1cc(C=C2C(=O)N(C)C(=S)N(C)C2=O)cc(OC)c1OC
  A = 9; B = 3.8; C = 0.1; D = 3
> COC(=O)C(C)N1C(=O)S/C(=C/c2cc(OC)c(O)cc2Br)C1=O (centres undefined)
  A = 4; B = 0.6; C = -0.5; D = 7
> COc1cc(NC(=O)CCCCCN2C(=O)c3ccccc3C2=O)c(OC)cc1Cl
  A = 5; B = -0.3; C = 0.0; D = 18
> COc1nc(NCCc2ccc(O)cc2)nc(-c2csc3ccccc23)n1
  A = -1; B = -1.7; C = 0.2; D = -39
> O=C(NCc1cccnc1)c1cccc(Cl)c1Cl
  A = 5; B = -0.9; C = 0.1; D = 8
> C=CCn1c(Cc2ccccc2)nnc1SCC(=O)NCc1ccccc1
  A = 7; B = -2.4; C = -0.1; D = 4
> COc1ccc(S(=O)(=O)NCCSCc2cccc(C)c2)cc1OC
  A = -6; B = 1.1; C = 0.3; D = 7
> CC1CCCC(NC(=O)CCS(=O)(=O)c2ccc3c(c2)SCC(=O)N3)C1C (centres undefined)
  A = 18; B = -1.0; C = 0.4; D = 11
> CCOc1cccc(CN2CCN(Cc3cccs3)C(CCO)C2)c1O (centres undefined)
  A = -1; B = 0.4; C = -0.1; D = -21
> CCN(c1ccccc1)S(=O)(=O)c1ccc(NC(=O)C(C)(C)C)cc1
  A = 19; B = -1.7; C = 0.7; D = -1
> CC1CCC2C(=O)N(c3cccc(C(=O)OCC(=O)c4cccc([N+](=O)[O-])c4)c3)C(=O)C2C1 (centres undefined)
  A = 12; B = 0.3; C = 0.0; D = 2
> Cc1ccc(S(=O)(=O)NCC(=O)O)cc1[N+](=O)[O-]
  A = 16; B = 0.0; C = 0.5; D = 6
> Cc1cc(/C=N/NC(N)=O)c(C)n1-c1ccc(Cl)cc1
  A = 18; B = -0.2; C = 0.1; D = -1
> O=C(NCCc1ccccc1)c1ccc2c(c1)C(=O)N(c1ccccn1)C2=O
  A = 2; B = -0.1; C = -0.2; D = 3
> COc1ccc(/C=C/C(=O)Nc2ccc3nc4n(c(=O)c3c2)CCCC4)cc1
  A = 11; B = -0.8; C = 0.0; D = 9
> Cc1cc(NC(=O)CSc2ncc(C#N)c(N)n2)n[nH]1
  A = -1; B = -0.1; C = -0.2; D = -3
> C=CCNc1ncnc2c1sc1nc(C)c3c(c12)CC(C)(C)OC3
  A = -7; B = 2.0; C = 0.0; D = -2

Next section:
Field names: A = MITF inh; B = GPR151 activ; C = FBW7 activator; D = TEAD-YAP inh
> CC(C)CCNC(=O)c1cn(C)c2c(=O)n(-c3ccc(F)cc3)c(=O)[nH]c12
  A = 0; B = -0.1; C = 0.1; D = 7
> CC(=O)NC(CC(C)C)c1nnc2n1CCN(Cc1ccc3c(c1)OCO3)CC2 (centres undefined)
  A = 18; B = -0.7; C = 0.1; D = 10
> COc1ccc(NC(=O)c2sc3ncn(CC(=O)Nc4ccc(C)c(Cl)c4)c(=O)c3c2C)cc1OC
  A = 8; B = -0.4; C = 0.1; D = 0
> COc1ccc(C2N(c3cc(C)on3)C(=O)C3CCCN32)cc1OC (centres undefined)
  A = 5; B = -0.4; C = 1.3; D = -7
> O=C(CC1CCCCC1)Nc1ccc(S(=O)(=O)N2CC3CC(C2)c2cccc(=O)n2C3)cc1 (centres undefined)
  A = 5; B = 0.1; C = -0.2; D = 1
> CN(C(=O)C1CCCCN1S(=O)(=O)c1ccc(Cl)s1)c1ccccc1 (centres undefined)
  A = 1; B = -0.3; C = 0.0; D = 10
> CCOC(=O)C(NC(=O)c1ccccc1)(Nc1cc(C)on1)C(F)(F)F (centres undefined)
  A = -7; B = 0.6; C = -0.1; D = -10
> c1ccc(CNc2nc(-c3ccccn3)nnc2-c2ccccc2)cc1
  A = 106*; B = -0.4; C = -0.5; D = 3
> COc1ccc(NC(=S)/N=C(/Nc2ccc(Br)cc2)N2CCOCC2)cc1
  A = 4; B = 0.4; C = 0.1; D = 5
> Cc1ccc(-c2n[nH]c3c2C(c2ccc(O)cc2)N(c2ccc(F)cc2)C3=O)cc1 (centres undefined)
  A = 15; B = 0.1; C = -0.1; D = -5
> COc1cccc(C(=O)Nn2c(-c3ccccc3F)nc3ccccc3c2=O)c1
  A = -11; B = 0.7; C = -0.3; D = 4
> COc1ccc(S(=O)(=O)N(CCC#N)CCC#N)cc1
  A = -12; B = -0.2; C = 0.8; D = -11
> C=CCN1C(=O)C(=O)/C(=C(\O)c2ccc(Br)cc2)C1c1cccc(OC)c1 (centres undefined)
  A = 3; B = 0.8; C = 0.0; D = -1
> CCC(C(=O)Oc1coc(CSc2ncccn2)cc1=O)c1ccccc1 (centres undefined)
  A = 7; B = -0.8; C = -0.1; D = 1
> O=C(c1ccc(CS(=O)(=O)Cc2ccc(Cl)cc2)o1)N1CCCC1
  A = -7; B = -0.5; C = -0.1; D = -2
> COc1ccc(C(CC(=O)Nc2cccc(C)n2)N2Cc3ccccc3C2=O)cc1OC (centres undefined)
  A = 13; B = 0.7; C = 1.3; D = 0
> O=C(NCc1cccnc1)c1cc(Br)ccc1Cl
  A = 12; B = 4.4; C = 0.2; D = 6
> N#C/C(=C/c1ccc(N2CCCC2)o1)c1nc2ccccc2[nH]1
  A = 17; B = -0.6; C = 0.5; D = 14
> COC(=O)c1ccc(NC(=O)c2cc(-c3ccccc3)nc3ccc(C)cc23)cc1
  A = 19; B = 1.2; C = 0.1; D = 1
> CCN1C(=O)CC(CC(=O)N(C)CCc2ccccc2)(c2cccc(C(F)(F)F)c2)C1=O (centres undefined)
  A = -15; B = 0.1; C = 0.1; D = 11
> NC(=O)COC(=O)CNC(=O)c1ccc(Cl)cc1
  A = -8; B = 3.0; C = 0.0; D = 1
> CC(C)c1ccc(Nc2c(-c3ccccc3)c(=O)c2=O)cc1
  A = -4; B = 1.0; C = 0.2; D = -5
> COc1cc(C(Nc2ccc3c(c2)OCO3)C(=O)NC2CCCCC2)cc(OC)c1OC (centres undefined)
  A = 2; B = 0.4; C = 0.0; D = 9
> Cc1oc2cc(OC(=O)C(C)C)ccc2c(=O)c1-c1nc2ccccc2s1
  A = 17; B = -0.3; C = 0.1; D = -34
> O=C(CCCn1c2ccccc2c(=O)c2ccccc21)Nc1ccc(F)cc1
  A = -6; B = 1.1; C = 0.0; D = -12

Molecules shown so far that contain a COOH group:
Field names: A = MITF inh; B = GPR151 activ; C = FBW7 activator; D = TEAD-YAP inh
> O=C(N/N=C/c1ccccc1C(=O)O)c1cccc(N/N=C/c2ccccc2C(=O)O)c1
  A = 13; B = 0.3; C = 0.2; D = -3
> COc1cc(NC(=O)c2ccccc2)ccc1N1C(=O)c2ccc(C(=O)O)cc2C1=O
  A = 8; B = 1.2; C = 0.0; D = -6
> Cc1ccc(S(=O)(=O)NCC(=O)O)cc1[N+](=O)[O-]
  A = 16; B = 0.0; C = 0.5; D = 6

Additional records:
Field names: A = MITF inh; B = GPR151 activ; C = FBW7 activator; D = TEAD-YAP inh
> CCOc1cc(Cl)c(/C=C2/NC(=O)NC2=O)cc1OCC
  A = 4; B = -1.0; C = -0.1; D = -11
> Cc1cc(NCc2ccccc2)nc(-c2ccccc2)n1
  A = 0; B = 5.2*; C = 0.3; D = -19
> COc1cccc(-c2ccccc2NC(=O)C2CCN(CC3CC3)CC2)c1
  A = 12; B = 0.1; C = 0.0; D = -5
> Cc1ccccc1CSc1ccc2nnc(-c3ccncc3)n2n1
  A = -8; B = 0.6; C = -0.4; D = -2
> CCC1CCCCN1CCCNC(=O)c1ccc2c(=O)n(Cc3ccc(Cl)cc3)c(=S)[nH]c2c1 (centres undefined)
  A = 11; B = 0.3; C = 0.0; D = -5
> CCC(CC)NC(=O)Cc1ccc(F)cc1
  A = 12; B = 0.0; C = 0.0; D = -1
> CCOc1ccc(NC(=O)CCN2C(=O)c3ccccc3C2=O)cc1
  A = -3; B = 0.8; C = 0.2; D = -7
> CC1=C(C(=O)N(C)C)C(c2ccc(-c3ccccc3)cc2)NC(=O)N1 (centres undefined)
  A = 13; B = -0.2; C = 0.2; D = 2
> COc1ccc(OC)c2[nH]c(=O)c(CCNC(=O)Cc3ccc(F)cc3)cc12
  A = -18; B = 2.5; C = -0.1; D = -3
> COC(=O)C1C(=O)NC(SC)=C(C#N)C1c1ccccc1F (centres undefined)
  A = 18; B = -1.0; C = 0.2; D = 12
> COc1cc(/C=N/n2c(C)nnc2C)ccc1OC(C)=O
  A = 0; B = -0.4; C = 0.0; D = 8
> CCOc1cc(C(=O)Nc2nn[nH]n2)cc(OCC)c1OCC
  A = -12; B = -0.2; C = 0.0; D = 2
> Cc1cc2c(cn1)C(Nc1ccccc1)c1ccccc1-2 (centres undefined)
  A = 0; B = -0.4; C = -0.1; D = -29

High-throughput results from PubChem BioAssay.
